Assay outcomes (PubChem BioAssay)
Neddylation inh: blocks human cullin neddylation; P61081+Q13564; TR-FRET cullin neddylation, biochemical; calls only at 25 µM; actives 0.58% (n = 360,000); AID 651699; in the data active = inhibition above about 36%
Target sequence (P61081 whole entry, looked up): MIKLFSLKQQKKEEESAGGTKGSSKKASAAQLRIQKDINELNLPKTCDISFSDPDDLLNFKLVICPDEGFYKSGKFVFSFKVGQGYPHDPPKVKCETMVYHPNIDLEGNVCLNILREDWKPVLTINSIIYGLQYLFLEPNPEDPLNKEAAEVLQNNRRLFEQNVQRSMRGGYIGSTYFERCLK
Target sequence (Q13564 whole entry, looked up): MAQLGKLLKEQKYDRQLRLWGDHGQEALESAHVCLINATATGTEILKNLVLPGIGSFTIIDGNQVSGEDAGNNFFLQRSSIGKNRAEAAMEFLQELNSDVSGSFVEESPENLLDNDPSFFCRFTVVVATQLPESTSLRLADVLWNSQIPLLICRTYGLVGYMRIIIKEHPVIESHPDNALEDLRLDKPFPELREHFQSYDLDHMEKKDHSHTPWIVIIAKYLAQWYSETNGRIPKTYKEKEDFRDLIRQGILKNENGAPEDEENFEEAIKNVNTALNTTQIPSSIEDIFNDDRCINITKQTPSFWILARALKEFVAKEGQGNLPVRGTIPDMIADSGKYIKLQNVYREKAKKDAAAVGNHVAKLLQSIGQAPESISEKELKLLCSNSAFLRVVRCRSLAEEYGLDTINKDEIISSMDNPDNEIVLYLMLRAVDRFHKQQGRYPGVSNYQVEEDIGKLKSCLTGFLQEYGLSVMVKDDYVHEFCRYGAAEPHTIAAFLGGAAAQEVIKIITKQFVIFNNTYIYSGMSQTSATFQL
NRP1-CendR mod: modulators of CendR peptide binding to human neuropilin-1; O14786; FAM-RPARPAR peptide binding to NRP-1, fluorescence polarization; inhibition, % at 25 µM; actives 0.85% (n = 360,000); AID 602438;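 active = inhibition or corrected inhibition above about 18%, plus a signal ratio from 0.5 to 1.5, limit read from the data, passing the limit was not always enough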; note: strong numbers were not always called active
NadD block: inhibitors of Staphylococcus aureus NadD; purified NadD enzyme, colorimetric absorbance read-out; inhibition, % at 20 µM; actives 0.78% (n = 360,000); AID 602399; in the data active = inhibition above about 26%; note: some compounds past the cut are filed as inactive
LMPTP inh: blocks human LMPTP phosphatase | recombinant LMPTP-A, OMFP fluorogenic substrate, fluorescence intensity | inhibition, % at 20 µM | actives 0.22% (n = 360,000) | AID 651560;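 active = compounds that cut the enzyme signal by at least half of the control window in the single-dose screen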;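 note: plate controls were DMSO wells with enzyme plus substrate for no effect and substrate without enzyme for full effect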
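test system = LMPTP-A | amount = 0.625 nM LMPTP-A final | reagent = fluorogenic phosphatase substrate OMFP at 400 µM final | incubation = 50 min at room temperature | benchmarks = no-enzyme low control, uninhibited high control | medium = Bis-Tris pH 6.0, DTT, detergent | signal = fluorescence intensity of OMFP turnover product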
SUMO1 PPI mod: modulators of human SUMO1-mediated protein-protein interactions | AID 602429 | P63165 | actives 0.33% (n = 360,000) | SUMO1 binding to a labelled peptide, TR-FRET, 1 h | inhibition, % at 20 µM; in the data active = inhibition above about 37%
DNMT1 inh: inhibitors of human DNMT1. P26358. DNMT1 molecular beacon, Hinp1I cleavage, fluorescence. inhibition (reported as % activation of signal), % at 10 µM. actives 0.83% (n = 360,000). AID 588458; in the data active = inhibition above about 50%
STEP inh: inhibitors of human striatal-enriched phosphatase STEP; inhibition, % at 20 µM; actives 0.25% (n = 360,000); P54829; AID 588621; recombinant STEP, OMFP fluorogenic substrate, fluorescence;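 active = inhibition at 20 µM, scaled per plate between control wells, above about 37%, limit read from the data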;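 note: 0% = DMSO with enzyme and substrate and 100% = substrate only without enzyme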
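Also added – OMFP at 25 µM · Test system – STEP tyrosine phosphatase · Technique – FITC-channel fluorescence of OMFP product · Schedule – 20 min at room temperature, dark · Evaluation – control-normalized % inhibition with plate pattern correction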
Scp-1 inhibitor: blocks human Scp-1 phosphatase activity. Q9GZU7. Recombinant Scp1, phosphopeptide, malachite green phosphate absorbance. inhibition, % at 20 µM. actives 0.88% (n = 340,000);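 active = inhibition above about 50% at 20 µM, limit read from the data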;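 note: plate controls were DMSO wells with enzyme for no effect and wells lacking enzyme for full effect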
Target sequence (Q9GZU7 76-261 limits assumed): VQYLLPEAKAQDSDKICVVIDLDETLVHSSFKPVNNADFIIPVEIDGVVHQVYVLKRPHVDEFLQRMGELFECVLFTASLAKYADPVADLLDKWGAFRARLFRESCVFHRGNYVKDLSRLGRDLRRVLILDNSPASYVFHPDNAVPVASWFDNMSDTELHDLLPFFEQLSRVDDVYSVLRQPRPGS
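Material: truncated SCP-1 phosphatase (76-261aa) / Buffer or medium: 50 mM Tris acetate pH 5.5, 0.005% Tween-20, 10 mM MgCl2 / Compound dosing: one concentration, 20 µM, with 1.0% DMSO / Incubation: 45 min room-temperature reaction, 5 min colour, 30 min stabiliser / Detection: colorimetric free-phosphate detection, absorbance 630 nm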
Tb MetRS inh: blocks T. brucei methionyl-tRNA synthetase activity; purified T. brucei MetRS, ATP depletion, Kinase-Glo luminescence; inhibition, % at 11.9 µM; actives 0.4% (n = 360,000);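 active = inhibition above a per-plate cutoff of the control wells' mean inhibition plus 3 SD, cut at about 5.5% in these data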;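 note: 0% = DMSO wells median and 100% = median of wells with control inhibitor compound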
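Dosing: 11.9 µM compound single dose, 0.9% DMSO; Assay system: purified T. brucei MetRS enzyme; Measured by: Kinase-Glo luciferase luminescence reporting remaining unconsumed ATP; Schedule: 15 min plus 2 h at 25 °C.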
SKN-1 block: C. elegans SKN-1 inhibition; C. elegans VP596 Pgst-4::GFP/RFP ratio, acrylamide-induced, 24 h; actives 0.49% (n = 360,000); AID 624304; inhibition, % at 21.8 µM;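 active = interference check ratio from 0.5 to 1.5 plus GFP to RFP signal ratio inhibition reaching or exceeding a fixed threshold, cut at about 30% in these data, passing the limit was not always enough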; note: some compounds called inactive have numbers as strong as hits
* hit, by the source's call; i = inactive; nt = not tested or not shown.

compound	Neddylation inh	NRP1-CendR mod	NadD block	LMPTP inh	SUMO1 PPI mod	DNMT1 inh	STEP inh	Scp-1 inhibitor	Tb MetRS inh	SKN-1 block
CCCCn1c(O)c(C(C)=NCCCN(CC)CC)c(=O)[nH]c1=O	i	-15	10	-4.9	-1	0	-5	-9	-1.2	7
O=C(O)c1cccc2c1NC(c1cccc([N+](=O)[O-])c1)C1CC(Sc3ccccc3[N+](=O)[O-])C(Cl)C21 (configuration not stated)	i	-49	60*	36	41*	85*	8	1	-0.5	6
COC(=O)CC1(CC(=O)OC)C(=O)N(c2ccccc2)C(=O)N(c2ccccc2)C1=O	i	9	2	-0.5	2	4	1	-6	-0.5	-1
O=C(NCC1=C(c2ccc3ccccc3c2)C[C@@H]2CC[C@H]1N2Cc1ccco1)c1cccs1	i	-2	8	0.5	-2	-6	0	nt	0.0	16
O=C(Nc1cccc2ccccc12)c1nn(C23CC4CC(CC(C4)C2)C3)cc1Br	i	1	22	5.4	1	-1	4	-10	-1.4	4
CCC12C=CCN3CCC4(c5cc(Br)c(OC)cc5N(C)C4C(O)(C(=O)OC)C1OC(C)=O)C32 (configuration not stated)	i	7	-4	1.3	5	1	0	-5	0.1	7
NC(Cc1ccccc1)c1nc2ccccc2[nH]1 (configuration not stated)	i	1	-10	-3.2	1	0	-2	-12	-0.2	7
O=C(CCc1nnc2ccc(NCc3ccc(F)cc3)nn12)N1CCC2(CC1)OCCO2	i	7	-4	0.6	2	2	-1	-5	-0.1	19
C[C@@H]1C[C@@H]([C@H](O)CC2CC(=O)NC(=O)C2)C(=O)[C@@H](C)C1	i	-27	2	0.3	0	-1	3	-6	-0.9	-3
Cn1c(O)c(C=Nc2ccccc2)c(=O)n(C)c1=O	i	10	-7	-0.8	-6	3	-1	0	-0.9	5
CO[C@@H]1C=CC23c4cc5c(cc4CO[C@]2(O)CN(C)[C@H]3C1)OCO5 (some centres not stated)	i	8	2	0.7	3	3	0	-4	-0.6	-6
CN1CCN(C(=O)COc2ccc(S(=O)(=O)NCc3ccccc3)cc2Cl)CC1	i	-25	0	0.0	3	0	0	0	-0.4	5
O=C(CN1C(=O)CN=C(c2ccccc2)c2ccccc21)NCc1ccco1	i	0	4	1.7	-1	0	-4	3	-0.3	-28
C[C@]12CCC(=O)C(O)=C1CC[C@@H]1[C@@H]2CC[C@]2(C)C(=O)CC[C@@H]12	i	-2	-2	-0.9	4	-2	-2	-12	0.7	3
O=C(c1ccco1)C12CN3CN(CN(C3)C1)C2	i	-3	-2	-2.1	-5	-2	0	0	-0.3	8
O=C1c2ccccc2-n2nnc(-c3ccccc3)c2C2c3cc(Br)ccc3CCN12 (configuration not stated)	i	0	10	0.9	0	7	-2	nt	-0.4	5

Entries above containing an NH in an aromatic ring, in the order listed:
compound	Neddylation inh	NRP1-CendR mod	NadD block	LMPTP inh	SUMO1 PPI mod	DNMT1 inh	STEP inh	Scp-1 inhibitor	Tb MetRS inh	SKN-1 block
CCCCn1c(O)c(C(C)=NCCCN(CC)CC)c(=O)[nH]c1=O	i	-15	10	-4.9	-1	0	-5	-9	-1.2	7
NC(Cc1ccccc1)c1nc2ccccc2[nH]1 (configuration not stated)	i	1	-10	-3.2	1	0	-2	-12	-0.2	7

Next section:
compound	Neddylation inh	NRP1-CendR mod	NadD block	LMPTP inh	SUMO1 PPI mod	DNMT1 inh	STEP inh	Scp-1 inhibitor	Tb MetRS inh	SKN-1 block
O=c1[nH]c2ccccc2n1C1CCN(C(c2ccnc3ccccc23)c2nnnn2Cc2ccccc2)CC1 (configuration not stated)	i	6	5	9.1	1	-3	5	nt	0.4	5
CC(=O)C1CCC2C3CCC4CC(O)CCC4(C)C3CCC12C#N (configuration not stated)	i	0	-5	-0.2	-1	0	1	nt	0.2	-3
CN=C(SCc1cc2c(cc1Cl)OCO2)c1c(O)n(C)c(=O)n(C)c1=O	i	0	-4	-1.4	4	1	2	5	-0.3	-10
Nc1cc(N2CCNCC2)ccc1[N+](=O)[O-]	i	-12	-1	-0.2	-20	3	-2	-14	0.0	2
COc1cccc(-n2nc(C(=O)N3CCC4(CC3)OCCO4)c3ccccc3c2=O)c1	i	2	1	-2.8	-1	6	-2	-2	-1.5	-1
CN1C(=O)C(C2c3ccccc3C(=O)N2Cc2ccccc2)C(=O)N(C)C1=O (configuration not stated)	i	-5	-3	-1.2	-1	1	-5	-13	-1.4	-25
Cc1ccc2c(c1)CC1(CN2C)C(=O)NC(=O)N(c2ccc(C)c(C)c2)C1=O (configuration not stated)	i	-17	0	0.9	-3	-13	0	-2	0.0	18
Cc1c(C)c2ccc(OCC(=O)N3C[C@H]4C[C@@H](C3)c3cccc(=O)n3C4)c(C)c2oc1=O	nt	-3	4	-1.3	-3	-2	2	7	-0.3	4
NC(Cc1ccccc1)Cc1ccccc1	i	7	-8	-0.5	4	0	2	-7	0.0	6
c1ccc(C2c3ccccc3-n3nncc3CN2CC2CCCCC2)cc1 (configuration not stated)	i	1	4	4.6	7	7	4	0	0.3	11
O=c1[nH]c(CN2CC=C(c3ccccc3)CC2)nc2cc(C(F)(F)F)ccc12	i	-44	15	-4.1	-10	-8	3	1	0.2	-13
O=P(C(=Nc1ccc(Cl)cc1)N1CCOCC1)(N1CCOCC1)N1CCOCC1	i	-7	-2	0.6	-3	3	2	2	-0.8	-3
O=c1[nH]c(=O)n(Cc2ccc(F)cc2)c(O)c1C=NCc1cccnc1	i	-9	6	-1.5	2	-1	1	0	-0.1	4
COc1ccc(OC)c(CC(=O)N(C)C2CCCN(Cc3ccccc3F)C2)c1 (configuration not stated)	i	0	-1	-0.3	-2	1	0	-5	-0.3	4
CC12CCC(=O)C=C1C=CC1C2CCC2(C)C(O)CCC12 (configuration not stated)	i	10	1	-1.9	-24	2	0	-5	-0.1	-3
Cc1cccc(N2C(=O)NC(=O)/C(=C\C=C\c3ccco3)C2=O)c1	i	-98	-1	-0.9	9	40	0	-1	-0.1	6
COC(=O)C1=C(c2ccc(-c3ccccc3)c(F)c2)C[C@@H]2CC[C@H]1N2C(=O)NCCCOC(C)C	i	10	6	-1.9	-15	-6	0	-8	0.0	5
Cn1c(O)c(C(=O)c2ccccc2Cl)c(=O)n(C)c1=O	i	13	-1	-1.3	1	5	1	-11	-0.8	-7
COc1ccc(-c2ccc3c(c2)CNCc2cnnn2-3)cc1	nt	4	-5	-0.5	8	2	0	nt	-0.4	-5
Cc1ccc(OCCOc2cccc(C=C3C(=O)NC(=O)NC3=O)c2)c(C)c1	i	-12	2	2.2	8	52*	2	-2	0.2	22
NS(=O)(=O)c1nc[nH]c1[N+](=O)[O-]	i	5	-1	-0.6	-5	-2	1	-5	-0.1	12
CC(C)NC(C)C(=O)C12CC3CC(CC(C3)C1)C2 (configuration not stated)	i	-1	-2	-0.1	-2	-1	0	-1	-1.2	-16
C=CCC1(CCCCC)C(=O)NC(=S)NC1=O	i	16	0	-1.3	0	3	-3	2	-0.4	9
CCN1C[C@@]2(COC)C3[C@@H](OC)[C@H]4[C@@H]1[C@@]3(C1C[C@H]3[C@H](OC(=O)c5ccccc5)C1[C@]4(OC(C)=O)C[C@H]3OC)[C@@H](OC)C[C@H]2O (some centres not stated)	i	-15	-6	-1.4	11	0	-2	4	0.7	5
O=C(Nc1ccc(Cl)cc1)O/N=C(\c1ccccc1)c1ccccn1	i	4	0	-2.4	-2	1	0	-5	-0.5	9
Cc1cc([N+](=O)[O-])c(Cl)cc1NC(=O)C(C)C	i	9	4	-1.6	-13	-2	1	-10	0.6	13
O=C(c1ccc(Cl)cc1)C1CCCN(Cc2cccc3ncccc23)C1 (configuration not stated)	i	-6	-5	-0.3	-4	-2	0	3	-0.8	-6
Cc1cccc(N2C(=O)NC(=O)/C(=C\c3cccn3-c3ccc(Cl)cc3)C2=O)c1	i	-40	23	1.0	6	48	3	-6	-0.1	31
CC1CCCCN1C(=O)c1ccc(N2CC3CC(C2)c2cccc(=O)n2C3)c([N+](=O)[O-])c1 (configuration not stated)	i	-7	-3	-1.3	-14	3	6	-1	0.6	-5

Entries of single compounds from above. Order of screens: Neddylation inh, NRP1-CendR mod, NadD block, LMPTP inh, SUMO1 PPI mod, DNMT1 inh, STEP inh, Scp-1 inhibitor, Tb MetRS inh, SKN-1 block
Cc1cccc(N2C(=O)NC(=O)/C(=C\c3cccn3-c3ccc(Cl)cc3)C2=O)c1 is listed with i, -40, 23, 1.0, 6, 48, 3, -6, -0.1, 31
CC1CCCCN1C(=O)c1ccc(N2CC3CC(C2)c2cccc(=O)n2C3)c([N+](=O)[O-])c1 (configuration not stated) is listed with i, -7, -3, -1.3, -14, 3, 6, -1, 0.6, -5
O=C(Nc1ccc(Cl)cc1)O/N=C(\c1ccccc1)c1ccccn1 is listed with i, 4, 0, -2.4, -2, 1, 0, -5, -0.5, 9
Cc1cc([N+](=O)[O-])c(Cl)cc1NC(=O)C(C)C is listed with i, 9, 4, -1.6, -13, -2, 1, -10, 0.6, 13

These rows are one share of the data; the hit share may differ from the screen's.
